# Compound activity as filed in PubChem.
# EphA4 KYL inhibition: inhibitors of EphA4 binding to KYL peptide, primary screen, biochemical, colorimetric, mouse EphA4 (AID 689). EphA4-AP binding to KYL peptide, pNPP A405; higher % means a stronger effect. inhibition, % at 10 µM; hits with a dose series show IC50 in µM. hit rate 0.1% among 62,000; in the data active = a potency from the dose series; inactive = the rest, 99 in 100 with inhibition below about 22%
# The depositor's hits bear a star; & = joins results of further samples. These rows are one share of the data; count on the stated rates, not on these rows.
EphA4 KYL inhibition	SMILES
-5.7%	CC1CCCN(C(=O)CSc2nnc(-c3cccnc3)n2C2CCCCC2)C1 (stereo not drawn)
-12.6%	COc1ccc(-n2nc3c(c2NC(=O)C2CCCC2)CS(=O)C3)cc1 (stereo not drawn)
17.9%	CC(NC(=O)c1cc(-c2ccc(Br)cc2)on1)c1ccccc1 (stereo not drawn)
-4.8%	NC(=O)c1ccccc1NC(=O)CCN1C(=O)c2ccccc2C1=O
1.7%	Cc1ccc(S(=O)(=O)N2CCN(C(=O)c3ccccc3)C2C(C)C)cc1 (stereo not drawn)
-5.7%	CCOCCCNC(=O)C1CCN(S(=O)(=O)N2CCCCC2)CC1
-0.3%	Fc1ccc2[nH]c3c(N4CCN(Cc5ccc6c(c5)OCO6)CC4)ncnc3c2c1
4.8%	Cn1c(=O)[nH]c(=O)c2c1ncn2CCN1CCCCC1
-3.6%	COC(=O)c1ccc(CN2C(=O)c3ccccc3S2(=O)=O)cc1
-2.2%	CN(CC(CC(=O)O)c1ccccc1)S(=O)(=O)c1ccc(Br)cc1 (stereo not drawn)
-10.7%	Cc1cc(-c2nnc(SCC(=O)N3C(C)CCCC3C)o2)no1 (stereo not drawn)
-7.6%	CCOC(=O)c1cccc(NC(=O)CCn2cccc2)c1
10.9%	O=c1oc(-c2ccco2)nc2ccccc12
-0.7%	O=C1c2ccccc2NC(c2ccc3c(c2)OCO3)N1Cc1ccccc1 (stereo not drawn)
-3.7%	CCOC(=O)CNC(=O)c1sc(NC(=O)c2ccccc2F)nc1C
-4.2%	Cc1ccc(C(=O)Nc2cccc(C(=O)N3CCN(C)CC3)c2)cc1
-8.7%	C=CCNC(=O)c1c2c(nc3ccccc13)-c1ccccc1CC2
-0.8%	Cc1noc(C)c1COC(=O)c1cccc(S(=O)(=O)N2CCCCCC2)c1
-0.5%	CC(C)Cn1ccc(=O)n(CC(C)C)c1=O
4.0%	CCOC(=O)/C(C#N)=C\c1cc(C)n(-c2ccccc2)c1C
-14.3%	COc1ccc(CC(=O)NNC(=S)Nc2ccccc2)cc1Br
-0.1%	CC1=C(C(=O)OCc2ccccc2)C(c2ccc(O)cc2)NC(=O)N1 (stereo not drawn)
-4.7%	O=C(c1ccccc1)N(Cc1cccs1)C1CCS(=O)(=O)C1 (stereo not drawn)
3.5%	COc1ccccc1N1CCN(C(=O)CN(c2cc(Cl)ccc2OC)S(=O)(=O)c2ccc(C)cc2)CC1
3.8%	O=C(Nc1nc2cc(Cl)ccc2s1)C1CCCN(S(=O)(=O)c2cccc3cccnc23)C1 (stereo not drawn)
7.1%	CCc1cc(=O)oc2cc(C)c(CN3CCCC3)c(O)c12
9.0%	CN(C)CCN1CC(C(=O)O)CC1=O (stereo not drawn)
-9.5%	COCCNC(=S)Nc1ccc(F)cc1
16.3%	CCN(CC)C(=O)c1sc(NC(=O)c2cc(-c3ccc(C)s3)nc3ccccc23)c(C(=O)OC)c1C
-8.5%	COc1ccc(OC)c(CN(CCCN2CCOCC2)S(=O)(=O)c2ccc(NC(C)=O)cc2)c1
4.9%	CCOc1ccc(CC(=O)Nc2sc(Cc3ccccc3)c(C)c2C(N)=O)cc1OCC
2.6%	O=C(CCCc1ccccc1)NCCCN1CCOCC1
-10.9%	Cc1cccc(NC(=O)CSc2nnc(-c3ccc(S(=O)(=O)N4CCOCC4)cc3)n2C)c1
12.4%	O=C(COC(=O)c1ccccc1[N+](=O)[O-])c1ccc(C2CCCCC2)cc1
-7.9%	OC1(c2cccnc2)CCN(Cc2nnnn2C2CCCCC2)CC1
-20.7%	CCCS(=O)(=O)N1CCCC(C(=O)NCCc2ccc(Cl)cc2)C1 (stereo not drawn)
2.7%	COc1ccc(CNC(=O)C2=C(C)C(=O)OC23CCC(C)CC3)cc1 (stereo not drawn)
-8.5%	Cc1cc(C)c2c(n1)nn1c(NCCCN(C)C)cc(C)nc21
-11.4%	CCn1c2ccccc2c2cc(NC(=O)C/C(C)=N/NC(=O)c3ccccc3N)ccc21
0.5%	CCC(=O)N(Cc1cc2cc(OC)ccc2[nH]c1=O)c1cc(C)ccc1C
1.1%	COc1ccccc1NC(=O)c1c(N)sc2c1CCCC2
-0.8%	O=c1c2ccccc2nc(-c2ccc(Cl)c(Cl)c2)n1O
-1.4%	COc1ccc(C(=O)N2CCC(C(=O)NCc3ccccn3)CC2)cc1
4.2%	N#CCCn1cc(/C=N/O)c(-c2ccc(Cl)cc2)n1
-4.4%	CCCC(=O)Nc1ccccc1N1CCN(C(=O)C(C)C)CC1
0.2%	Cc1ccc(-c2cc(-c3nnc(SCC(=O)N(C)CCC#N)n3N)c3ccccc3n2)cc1
-5.1%	COc1cc(C(=O)OCCN2CCCCC2)ccc1O
-1.3%	N#Cc1cccc(C(c2nnnn2C2CCCC2)N2CCCCCC2)c1 (stereo not drawn)
-11.7%	CCC(C)N(C(=O)Cn1nnc2ccccc21)C(C(=O)Nc1ccc(F)cc1)c1cccc(OC)c1 (stereo not drawn)
-1.1%	CCC(C)[C@H](NC(=O)NCc1ccco1)C(=O)O (stereo partly drawn)
-1.7%	CC1(C)CC(=O)C=C(NNC(=O)c2ccc(O)cc2)C1
-0.9%	Cc1cccc(NC(=O)NNC(=O)c2cc(-c3ccccc3Cl)nc3ccccc23)c1
-22.8%	CCC(C)(C)n1nnnc1C(c1cccnc1)N1CCN(c2cccc(C(F)(F)F)c2)CC1 (stereo not drawn)
3.6%	O=C(CNC(=S)NC(=O)c1ccco1)c1ccccc1
-2.6%	Cc1ccc2[nH]c3c(c2c1)CCC3=O
-3.9%	O=C(NCc1ccc2c(c1)OCO2)C1CC(c2ccc(Cl)cc2)=NO1 (stereo not drawn)

# (further entries)
EphA4 KYL inhibition	SMILES
4.3%	CN(CCO)C(=O)CCC(=O)Nc1ccc(S(N)(=O)=O)cc1
-56.1%	Cc1ccc(NC(=O)c2nccnc2C(=O)O)cc1C
3.6%	CCCCCOCC(O)CCC(=O)NN (stereo not drawn)
-4.2%	Cc1ccc(OCc2nnc(SCc3cc(=O)[nH]c4ccccc34)o2)cc1
-20.8%	O=S(=O)(c1ccc(-c2nnc(SCc3ccccc3)o2)cc1)N1CCCC1
4.8%	CC1(C)CC(=O)C2=C(C1)N(Cc1ccco1)C(=O)C2(NC(=O)c1cccnc1)C(F)(F)F (stereo not drawn)
-8.1%	Cc1ccc(-c2noc(CSc3nnc(-c4cccs4)n3C)n2)cc1
2.1%	Cn1c(N)c(C(=O)COC(=O)C2(c3cccc(F)c3)CCCC2)c(=O)n(C)c1=O

# Exported bar-delimited: part of the list above
structure | EphA4 KYL inhibition
O=S(=O)(c1ccc(-c2nnc(SCc3ccccc3)o2)cc1)N1CCCC1 | -20.8%
CC1(C)CC(=O)C2=C(C1)N(Cc1ccco1)C(=O)C2(NC(=O)c1cccnc1)C(F)(F)F (stereo not drawn) | 4.8%
Cc1ccc(-c2noc(CSc3nnc(-c4cccs4)n3C)n2)cc1 | -8.1%

# (continued)
EphA4 KYL inhibition	SMILES
-9.9%	CCOC(=O)/C(C#N)=C1/C=CN(C)C(C)=N1
-14.9%	Cc1noc(C)c1C(=O)OCC(=O)c1ccc[nH]1
-0.2%	Cc1ccc(S(=O)(=O)NCCNc2ccc([N+](=O)[O-])cc2C(F)(F)F)cc1
8.1%	C=CCc1cc(C=O)cc(OC)c1OCc1c(Cl)cccc1Cl
-11.5%	COc1ccc(NC(=O)CSc2nc3ccccc3c(=O)n2CCC(=O)N2CCCCC2)cc1
-4.9%	CC(=O)Oc1ccc(C(=O)Nc2ccccc2C(=O)NCC(C)C)cc1
-21.6%	Cc1cccc(-n2c(N)c(C(=O)NCCN3CCOCC3)c3nc4ccccc4nc32)c1
-10.2%	CCN(/C=N/c1sc2c(c1C#N)CCCCC2)CC

# Entries from the list above that contain two or more sulfur atoms (six):
EphA4 KYL inhibition	SMILES
-4.7%	O=C(c1ccccc1)N(Cc1cccs1)C1CCS(=O)(=O)C1 (stereo not drawn)
3.8%	O=C(Nc1nc2cc(Cl)ccc2s1)C1CCCN(S(=O)(=O)c2cccc3cccnc23)C1 (stereo not drawn)
16.3%	CCN(CC)C(=O)c1sc(NC(=O)c2cc(-c3ccc(C)s3)nc3ccccc23)c(C(=O)OC)c1C
-10.9%	Cc1cccc(NC(=O)CSc2nnc(-c3ccc(S(=O)(=O)N4CCOCC4)cc3)n2C)c1
-20.8%	O=S(=O)(c1ccc(-c2nnc(SCc3ccccc3)o2)cc1)N1CCCC1
-8.1%	Cc1ccc(-c2noc(CSc3nnc(-c4cccs4)n3C)n2)cc1

# Continued.
EphA4 KYL inhibition	SMILES
-2.6%	CC(=O)Nc1cc(C(=O)N2CCCC2)ccc1Sc1ccc(C)cc1
4.0%	CC1(C)CC(=O)C=C(Nc2ccccc2C#N)C1
-14.4%	O=C(c1cc(-c2cccs2)on1)N1CCN(c2ccc(F)cc2)CC1
-7.5%	COc1ccc(N2CCC(CNC(=O)Nc3ccc(OC)cc3OC)C2)cc1 (stereo not drawn)
-5.1%	COc1ccc(-c2nnc(SCc3ccccc3F)o2)cc1OC
0.5%	Cc1ccc(NC(=S)NNC(=O)c2ccccc2OC(F)F)cc1
-18.5%	CCN(CC)CCC(=O)Nc1ccc2c(c1)N(C(=O)CN(CC)CC)c1ccccc1CC2
-5.0%	COc1ccc(NC(=S)NC(NC(=O)C(C)C)C(Cl)(Cl)Cl)c([N+](=O)[O-])c1 (stereo not drawn)
5.8%	Cc1ccc2nc(-c3cccc(S(=O)(=O)N(C)C)c3)cn2c1
5.6%	O=c1cc(O)nc(SCc2ccccc2Cl)[nH]1
-6.0%	CCC(C)(C)NC(=O)C(c1ccc(F)cc1)N(Cc1ccco1)C(=O)CCC(=O)Nc1ccccn1 (stereo not drawn)
-6.8%	O=C(NCCOCc1ccccc1)c1ccc(Cl)cc1Cl
9.4%	Oc1ccc(Nc2nc(-c3cccs3)cs2)cc1
-3.0%	CCn1c(=O)cc(SCC(=O)N2CCC(C)CC2)c2ccccc21
13.8µM*	Oc1c(N=Nc2ccccn2)ccc2ccccc12
2.6%	Cc1ccc(NC(=O)CSc2nc3ccccc3c3nc(CCc4c(C)n[nH]c4C)nn23)cc1F
-2.4%	O=C(Nc1cccc2nsnc12)c1ccc2c(c1)OCO2
-11.8%	Cn1c[n+](C)cc1/C=N/O
-17.3%	Cc1cccc(OCC(O)Cn2c(-n3nc(C)cc3C)nc3c2c(=O)[nH]c(=O)n3C)c1 (stereo not drawn)
-7.4%	CC1=NCC(C)c2c1[nH]c1ccccc21 (stereo not drawn)
-8.3%	Cc1ccc(S(=O)(=O)CCc2nnc(N)s2)cc1
1.1%	COC(=O)c1ccc(NC(=O)CCn2c(=O)oc3ccccc32)cc1
-7.0%	COc1ccc(OCCN2CCN(C3CC(=O)N(CCC(C)C)C3=O)CC2)cc1 (stereo not drawn)
-4.6%	O=C(OCC1COc2ccccc2O1)c1ccccc1F (stereo not drawn)
-2.5%	COc1cccc(NC(=O)N2CCCC(C(=O)Nc3ccccc3OC)C2)c1 (stereo not drawn)
-17.3%	Cc1ccccc1OCCNC(=O)c1ccccc1Sc1ccccc1C#N
-14.8%	CCCCN(CC)C(=O)Cc1cn(C)c2ccccc12
13.0%	O=C(Nc1ccc(OC(F)(F)F)cc1)c1nn2c(c1Br)NC(c1cccs1)CC2C(F)(F)F (stereo not drawn)
-25.3%	Cc1cc(C)n(CCCO)c(=O)c1C#N
14.4%	CC(=O)c1c(C)[nH]c(C(=O)OCC(=O)Nc2ncc(Cl)c(C)c2Cl)c1C
-9.5%	Oc1ccc(-c2onc3ccc(Cl)cc23)cc1
-6.7%	Cc1ccc(C)c(-c2cc(C(=O)Nc3nccs3)c3ccccc3n2)c1
-2.9%	COc1ccc(/C(N)=N/OC(=O)Cc2ccccc2OC)cc1
-3.0%	Cc1ccc2nc(SCc3nc4c(cnn4-c4ccccc4)c(=O)[nH]3)[nH]c2c1
-1.6%	CCCC(=O)Nc1ccc(C(=O)NCC2CCCO2)cc1 (stereo not drawn)
-11.3%	COc1cc(/C=C(\C#N)c2[nH]nc(N)c2C#N)cc(OC)c1O
7.9%	CCCc1nc(NC(C)=O)c(C#N)c(-c2ccco2)c1CC
0.5%	Cc1ccc(-c2nc(CS(=O)CC(=O)NCCC(C)C)c(C)o2)cc1 (stereo not drawn)
1.5%	Cn1cc(-c2nnnn2-c2ccc(Cl)cc2)c(=O)c2ccccc21
-10.8%	CC(C)CNc1nc(Oc2ccc(=O)n(-c3ccccc3)n2)nc(N2CCOCC2)n1
-9.3%	COc1ccc(OCc2nnc(SCC(=O)NCc3ccco3)o2)cc1
-3.8%	CC(C)(C)OC(=O)N[C@@H](Cc1ccccc1)c1nnc(S(=O)(=O)Cc2cccc(F)c2)o1
-20.0%	COc1ccc(NC(=S)Nc2ccc(Oc3ccccc3)cc2)cc1
-7.8%	CC(C)Oc1ccc(NC(=O)Oc2ccccc2)cc1
7.4%	COc1ccc(CNC(=O)C23CN(Cc4ccccc4)CC2C(c2ccc([N+](=O)[O-])cc2)=NO3)cc1 (stereo not drawn)
-11.1%	Cc1ccc(OCC(=O)N(Cc2ccc(N(C)C)cc2)C2CCS(=O)(=O)C2)cc1 (stereo not drawn)
-4.6%	Cc1cc(C)cc(OCC(=O)Nc2cccc(C(=O)O)c2)c1
-6.7%	CCOC(=O)c1c(NC(=O)/C=C/c2ccco2)sc2c1CCCC2
6.1%	COc1cc(NC(=O)Cn2c(-c3cncs3)nc3ccccc32)cc(OC)c1OC
-9.4%&-4.5%	Cc1cc(=O)oc2cc3c(cc12)OCCN3
2.4%	COc1cccc(-c2nc(N3CCC(C)CC3)c3ccccc3n2)c1O
-16.0%	CC(C)CCn1c(=S)[nH]c2ncccc2c1=O
-8.7%	Cc1ccccc1NC(=O)Nc1ccccc1Br
1.2%	Cc1ncc(CO)c2c1OC(C)(C)OC2
-13.1%	COc1cccc(CNCCc2c[nH]c3ccccc23)c1OCc1ccccc1F
-9.8%	CC(C)(C)NC(=O)CSc1nnc(CN2CCCCCC2=O)n1-c1ccccn1

# New compounds follow:
EphA4 KYL inhibition	SMILES
7.6%	COc1ccc2nc(SCC(=O)Nc3ccc(S(=O)(=O)Nc4nccc(C)n4)cc3)[nH]c2c1
-2.3%	N#Cc1ccc(NC(=O)COC(=O)C2=COCCO2)cc1
-2.1%	CN1CCN(CC(=O)N(C)c2nc(-c3ccccc3)cs2)CC1
-3.4%	Cc1cccc(-n2ncc3c(Nc4c(C)n(C)n(-c5ccccc5)c4=O)ncnc32)c1
-6.2%	C=CCNC(=O)c1onc(CSc2ccc(F)cc2)c1C(=O)O
